aDG glyco up = increases alpha dystroglycan glycosylation; Pro5-aDG cells, alpha-DG glycosylation AlphaScreen (IIH6); 0% Pro5, 100% B10-LARGE cell signal; activation, % at 10 µM; actives 0.22% (n = 360,000); AID 624168;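 active means activation of at least 8% versus controls, or a plate z-score of at least 8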;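 further: Pro5 are CHO cells carrying HIG-tagged alpha-DG that lacks glycosylation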
MC4R antagonist = human MC4R antagonism in cAMP assay; MC4R-expressing cells, MTII-stimulated cAMP, LANCE TR-FRET; inhibition, % at 6.5 µM; actives 0.48% (n = 360,000); AID 540295;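 active means inhibition above its plate's cutoff, the mean of tested wells on that plate plus 3 SD, cut at about 29% in these data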;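 further: 0% = Melanotan II alone and 100% = Melanotan II plus saturating MCL0020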
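Material: human MC4R-expressing U2OS cells. Probe or stimulus: Melanotan II challenge. Dosing: 6.5 µM single dose. Times: 30-min compound, 1-h challenge, 1-h detection, room temperature. Technique: TR-FRET with Eu-cAMP and labeled anti-cAMP, 671 nm. Replication: singlicate.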
HTR2A ag = mouse HTR2A agonism via beta-arrestin recruitment; P35363; CHO-K1 mHTR2A beta-arrestin complementation, luminescence; percent of 30 µM serotonin response; activation, % at 7.6 µM; actives 0.66% (n = 360,000);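 active means activation above a run cutoff, the mean activation of all tested compounds plus 3 SD, cut at about 14% in these data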;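 further: 0% = plate median of compound wells and 100% = 30 µM serotonin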
MC4R barr agon = agonists of human melanocortin 4 receptor (MC4R) beta-arrestin. P32245. U2OS MC4R beta-arrestin complementation, luminescence; percent of melanotan II response, DMSO zero. activation, % at 8.9 µM. actives 0.98% (n = 360,000);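 active means activation above a per-plate cutoff, the mean activation of sample wells on that plate plus 3 SD, cut at about 8% in these data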
PDI turbidity = blocks human protein disulfide isomerase activity. P07237. actives 0.052% (n = 350,000). inhibition, % at 10 µM. PDI insulin aggregation turbidity, A650, 90 min;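 active means mean inhibition across replicates of 30% or more, whatever share of single replicates reach that level; inconclusive means mean inhibition below 30% while every single replicate reaches 30%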;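 further: absorbance from insulin aggregation driven by PDI reduction with DTT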
N-glyco inh = blocks N-linked glycosylation in D54 reporter cells; D54 ERlucT glycosylation luciferase reporter, 24 h; percent of 100 nM tunicamycin response; reporter increase, % at 12.5 µM; actives 0.23% (n = 360,000); AID 588692;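 active means mean luciferase reporter signal, scaled so untreated is 0 and the glycosylation-blocking control 100, at or above a set limit in every replicate; inconclusive means mean reaches the limit but not every replicate does; inactive means mean below the limit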;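 further: luciferase carries N-glycosylation sites so blocking glycosylation raises the light; 0% = median of neutral control wells and 100% = median of 100 nM tunicamycin wells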
H9c2 protect = protects H9c2 cardiomyocytes from peroxide injury | H2O2 injury protection, ATPLite, 2 h | protection from H2O2 cell death, % at 20 µM | actives 0.63% (n = 360,000) | AID 588492;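 active means compounds giving at least 50% protection of heart cells from peroxide-induced death in the single-dose screen, raw or plate-pattern-corrected value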;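 further: 0% = DMSO wells with peroxide and 100% = DMSO wells without peroxide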
CaV13 FRET inh = Primary screen for inhibitors of IQ motif and Ca2+-dependent inactivation inhibitor domain binding in CACNA1D, Förster resonance energy transfer in living cells, …; HEK cells, CFP/YFP FRET ICDI-IQ, plate reader, 10 min; percent FRET-ratio fall versus neutral wells; inhibition, % at 12.3 µM; actives 0.098% (n = 340,000); AID 743397;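 active means mean replicate inhibition of at least 30% and at least 1% of replicates passing that level; inconclusive means only one of the two criteria is met; inactive means neither criterion is met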;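 further: 0% = median of the neutral control wells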
ABCB6 inh 2 = inhibitors of human ABC transporter ABCB6; K562-ABCB6 porphyrin accumulation, flow cytometry, 1 h; stronger effect = lower value; actives 0.19% (n = 360,000); fluorescence ratio to DMSO, % at 10 µM; AID 602162; Q9NP58;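 active means fluorescence ratio to DMSO below 75%, the collection mean minus 3 SD; inconclusive means too few cells collected in the well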;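 further: signal is porphyrin accumulated inside mitochondria; 100% equals median channel fluorescence of DMSO control wells; lower ratio means ABCB6 inhibition with less porphyrin fluorescence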
Target sequence (Q9NP58 whole entry, looked up): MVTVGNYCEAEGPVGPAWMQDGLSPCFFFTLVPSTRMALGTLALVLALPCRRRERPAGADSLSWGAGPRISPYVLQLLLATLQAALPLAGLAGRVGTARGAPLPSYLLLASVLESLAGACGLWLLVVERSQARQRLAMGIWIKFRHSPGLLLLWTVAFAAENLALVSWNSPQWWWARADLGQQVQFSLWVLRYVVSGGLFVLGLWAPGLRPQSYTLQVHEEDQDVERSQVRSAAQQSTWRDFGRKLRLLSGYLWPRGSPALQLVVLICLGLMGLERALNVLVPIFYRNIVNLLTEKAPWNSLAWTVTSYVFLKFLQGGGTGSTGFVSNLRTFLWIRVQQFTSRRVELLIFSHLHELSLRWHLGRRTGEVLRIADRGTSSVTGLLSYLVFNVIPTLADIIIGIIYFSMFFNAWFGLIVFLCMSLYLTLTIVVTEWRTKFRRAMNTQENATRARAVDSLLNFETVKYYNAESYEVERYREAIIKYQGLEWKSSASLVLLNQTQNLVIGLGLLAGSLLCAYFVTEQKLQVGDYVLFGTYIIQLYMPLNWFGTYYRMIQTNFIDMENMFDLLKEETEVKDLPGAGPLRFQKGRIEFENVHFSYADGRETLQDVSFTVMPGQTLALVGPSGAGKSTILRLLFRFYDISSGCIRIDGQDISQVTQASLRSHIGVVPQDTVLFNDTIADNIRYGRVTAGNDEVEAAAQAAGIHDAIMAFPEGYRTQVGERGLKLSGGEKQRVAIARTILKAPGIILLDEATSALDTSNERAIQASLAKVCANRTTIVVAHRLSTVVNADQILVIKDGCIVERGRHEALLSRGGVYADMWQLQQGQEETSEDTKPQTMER
Vif inh = blocks HIV Vif function. inhibition, % at 7.49 µM. actives 0.35% (n = 340,000). AID 602346. HEK293T cells, Vif self-association by quenched fluorescence, imaging, 24 h; in the data active means inhibition above about 50%, passing the limit was not always enough; inconclusive means no clear call, values can overlap the other calls; inactive means below about 31%; further: some results filed as inactive read as strong as hits
An asterisk follows results filed as active; i = inactive; ? = inconclusive; / = not tested or not shown.

SMILES	aDG glyco up	MC4R antagonist	HTR2A ag	MC4R barr agon	PDI turbidity	N-glyco inh	H9c2 protect	CaV13 FRET inh	ABCB6 inh 2	Vif inh
Cn1cc(CN2CCc3sccc3C2)c(-c2ccccc2F)n1	-0.1	9	-2	-0.5	-3	1	1	4	116	-3
CC1CCCN(CCCNC(=O)CN2C(=O)COc3ccccc32)C1 (configuration not stated)	-0.2	-2	4	1.3	-8	0	1	-6	97	0
N#Cc1ccsc1NC(=O)COC(=O)c1ccc2ccccc2c1	0.0	15	-2	17*	7	0	-8	-6	103	5
COc1ccc(OC)c(S(=O)(=O)N2CCC(C(=O)N(C)Cc3ccccc3)CC2)c1	-0.1	1	3	-1.6	0	1	-1	-4	89	-2
CCOC(=O)N1CCN(S(=O)(=O)N2CCCC(C(=O)NCCc3ccc(OCC)c(OCC)c3)C2)CC1 (configuration not stated)	0.0	19	6	0.6	-6	1	0	-3	95	1
COc1ccccc1CCNS(=O)(=O)c1c(C)n(C)c(=O)n(C)c1=O	0.1	-1	3	0.4	/	1	3	-3	97	-5
OCCN1CCN(c2ncnc3c2c(-c2ccccc2)cn3-c2ccc(Br)cc2)CC1	1.5	7	-1	6.2	5	1	23	-21	100	2
C/C(=N\NC(=O)c1cccnc1)c1ccccc1	-0.2	4	-3	-2.0	-8	1	9	-2	99	-4
CCN1C(=O)[C@@H]2[C@H](C1=O)[C@@H]1C(=O)Nc3ccccc3C(=O)N1[C@@H]2c1cccc(OC)c1	0.0	9	1	0.1	-6	1	-2	-8	96	-4
COc1ccc(CCC(=O)Nc2cnc3ccccc3c2)cc1	0.1	4	4	0.8	1	2	-3	2	98	3
COC(=O)NNC(=S)NCc1ccccc1	-0.5	-4	3	-1.7	-3	0	2	-7	104	-5
O=C(Nc1ccc2c(c1)OCCO2)C1CCCC1	0.1	22	-6	-1.3	-6	-13	-3	-7	97	13
COc1ccccc1-c1noc(-c2ccccc2C(=O)Nc2cccnc2)n1	0.2	13	-1	0.3	2	-2	11	-4	98	-7
CCCNC(=O)NC(=O)CSc1nnc(-c2ccncc2)n1CC	-0.1	-1	-2	-1.0	-2	1	1	-10	98	0
CCN(C1CCCCC1)S(=O)(=O)c1cc(C)ccc1OC	0.1	1	-1	-1.1	0	-1	-6	-5	92	-4
Cc1ccc(NC(=S)Nc2cc(C(=O)O)ccc2N2CC3CC(C2)c2cccc(=O)n2C3)cc1C (configuration not stated)	0.0	-5	2	-2.0	3	-3	-3	-4	100	2
O=C(N/C(=C/c1ccccc1Cl)C(=O)N1CCOCC1)c1ccccc1	-0.1	7	-7	-1.5	0	2	2	-19	96	-1
Clc1nnc(Cl)c2c1ncn2Cc1ccccc1	0.0	0	5	-3.7	-1	0	4	-5	73*	-13
Cc1nc(NC(C)C)c2oc3ccccc3c2n1	1.9	9	7	-1.4	-8	2	-15	/	i	-8
COc1ccc(CN(Cc2ccccn2)S(=O)(=O)c2ccc(-n3cnnn3)cc2)cc1	0.2	0	1	-2.0	-10	-2	5	/	85	-10

3 entries from above, ordered by the value under Vif inh, ascending.
SMILES | aDG glyco up | MC4R antagonist | HTR2A ag | MC4R barr agon | PDI turbidity | N-glyco inh | CaV13 FRET inh | ABCB6 inh 2 | Vif inh
Clc1nnc(Cl)c2c1ncn2Cc1ccccc1 | 0.0 | 0 | 5 | -3.7 | -1 | 0 | -5 | 73* | -13
O=C(N/C(=C/c1ccccc1Cl)C(=O)N1CCOCC1)c1ccccc1 | -0.1 | 7 | -7 | -1.5 | 0 | 2 | -19 | 96 | -1
O=C(Nc1ccc2c(c1)OCCO2)C1CCCC1 | 0.1 | 22 | -6 | -1.3 | -6 | -13 | -7 | 97 | 13

Entries of single compounds, looked up by structure.
Entry for Cc1ccc(NC(=S)Nc2cc(C(=O)O)ccc2N2CC3CC(C2)c2cccc(=O)n2C3)cc1C (configuration not stated) = aDG glyco up = 0.0; MC4R antagonist = -5; HTR2A ag = 2; MC4R barr agon = -2.0; PDI turbidity = 3; N-glyco inh = -3; H9c2 protect = -3; CaV13 FRET inh = -4; ABCB6 inh 2 = 100; Vif inh = 2
Entry for CCCNC(=O)NC(=O)CSc1nnc(-c2ccncc2)n1CC = aDG glyco up = -0.1; MC4R antagonist = -1; HTR2A ag = -2; MC4R barr agon = -1.0; PDI turbidity = -2; N-glyco inh = 1; H9c2 protect = 1; CaV13 FRET inh = -10; ABCB6 inh 2 = 98; Vif inh = 0

(more compounds)
SMILES	aDG glyco up	MC4R antagonist	HTR2A ag	MC4R barr agon	PDI turbidity	N-glyco inh	H9c2 protect	CaV13 FRET inh	ABCB6 inh 2	Vif inh
COc1ccccc1CNC(=O)CC(NS(=O)(=O)c1ccc(C)cc1)c1ccco1 (configuration not stated)	0.2	7	0	2.2	1	-1	3	0	101	-5
CC(C)NC(=O)CSc1nc(N)c(NC(=O)c2ccco2)c(=O)[nH]1	-0.3	-4	2	-0.7	-7	3	0	-4	112	-14
CCCC(c1nnnn1CC1CCCO1)N1CCN(c2ccccc2)CC1 (configuration not stated)	0.3	-2	1	0.9	-2	0	4	-7	93	-1
CCN(C)C1CN(Cc2cn(Cc3cccc(Cl)c3)nn2)S(=O)(=O)C1 (configuration not stated)	-0.1	/	-2	/	/	/	/	-7	99	/
CC(Oc1ccccc1Cl)C(=O)N1CCOCC1 (configuration not stated)	0.0	0	-2	-1.2	-1	0	-1	-3	96	2
CCC(C(=O)Nc1ccc(C)cc1)c1ccccc1 (configuration not stated)	-0.2	5	-4	-2.3	3	1	-2	-3	98	-7
Cc1ccc(N(Cc2ccc(C(=O)NC3CCCCC3)cc2)S(C)(=O)=O)cc1C	-0.2	1	10	0.6	-11	-2	6	-5	87	1
O=C(N/N=C/c1ccccn1)c1ccc(NC(=O)c2ccccc2Cl)cc1	-0.1	-4	-2	-1.4	-3	-1	48	-7	93	-37
CC(=O)Nc1cc(C)c(S(C)(=O)=O)c(C)c1	-0.4	9	5	-0.9	-3	0	-1	-9	91	2
CCN(CC)CC(=O)Nc1cccc2c1C(=O)c1ccccc1C2=O	-0.1	24	0	11*	0	7	1	-3	95	5
OCCN(CCO)c1ncnc2c1oc1ccc(Br)cc12	0.4	-11	4	0.6	3	1	0	-6	94	3
COCCn1c(SCC(=O)OCc2ccccc2)nc2c1c(=O)[nH]c(=O)n2C	-0.1	0	3	0.2	/	4	6	-5	100	-6
Cn1c(SCC(=O)Nc2ccc3c(c2)OCCO3)nnc1C(F)(F)F	-0.2	5	1	-1.0	12	0	-3	-2	102	-3
Cc1nn(Cc2ccc(Cl)cc2Cl)c(C)c1NC(=O)c1nc2n(n1)C(C(F)F)CC(C)N2 (configuration not stated)	0.3	3	6	1.2	-6	0	2	/	98	9
CCC(=O)c1ccc(N2CCN(C(=O)c3ccccc3F)CC2)c(F)c1	2.3	8	5	-0.8	5	-2	-18	-6	97	1
O=C(CN1C(=O)C2(OCCO2)c2ccccc21)c1ccc(F)cc1	-0.2	-7	3	1.4	2	0	-3	-9	101	/
Cn1c(=O)c2c(nc(NCCCO)n2CCc2ccccc2)n(C)c1=O	0.1	1	4	-3.0	-5	1	14	-6	89	/
CCOC(=O)N1CCC(N2Cc3cccc(C(=O)N4CCN(c5cccc(C)c5C)CC4)c3C2=O)CC1	0.5	-2	-2	0.0	-4	3	0	-6	100	-4
CC(C)C(=O)Nc1ccc2oc(=O)ccc2c1	0.1	1	3	0.8	-1	-1	4	-1	91	-2
CCN(CC)CCC(c1ccc(N(C)C)cc1)c1c(OC)cc(OC)c2c(-c3ccccc3)cc(=O)oc12 (configuration not stated)	1.2	-1	-5	0.8	-1	-8	-20	-10	98	-6

Looked up by compound from the list above (two):
SMILES	aDG glyco up	MC4R antagonist	HTR2A ag	MC4R barr agon	PDI turbidity	N-glyco inh	H9c2 protect	CaV13 FRET inh	ABCB6 inh 2	Vif inh
CCC(=O)c1ccc(N2CCN(C(=O)c3ccccc3F)CC2)c(F)c1	2.3	8	5	-0.8	5	-2	-18	-6	97	1
Cn1c(SCC(=O)Nc2ccc3c(c2)OCCO3)nnc1C(F)(F)F	-0.2	5	1	-1.0	12	0	-3	-2	102	-3

More records follow.
SMILES	aDG glyco up	MC4R antagonist	HTR2A ag	MC4R barr agon	PDI turbidity	N-glyco inh	H9c2 protect	CaV13 FRET inh	ABCB6 inh 2	Vif inh
COc1ccccc1CNC(=O)C1CCN(S(=O)(=O)c2ccc3c(c2)CC(C)N3C(C)=O)CC1 (configuration not stated)	0.0	0	2	-0.5	2	-3	5	-6	95	18
CCN(CC)S(=O)(=O)c1ccc(C(=O)NCc2ccc3[nH]c4c(c3c2)CCCC4)cc1	-0.3	3	-8	-0.3	/	-2	-4	1	99	14
CCOC(=O)c1oc2ccccc2c1CN1CCN(C)CC1	0.0	6	-1	-0.5	5	1	9	-7	97	-3
O=C(OCC1OC(n2ncc(=O)[nH]c2=O)C(OC(=O)c2ccccc2)C1OC(=O)c1ccccc1)c1ccccc1 (configuration not stated)	0.4	14	5	5.8	/	-7	-6	/	103	25
CC(=O)C1=C(O)C(=O)N(Cc2ccccc2)C1c1ccc(N(C)C)cc1 (configuration not stated)	0.0	1	9	-1.4	20	1	-1	4	100	7
CCCCC(=O)Nc1ccc(Br)cn1	-0.1	-6	-3	-2.0	9	-1	3	-2	95	/
COC(=O)C1=C(C)NC(C)=C(C(=O)OCC2CCCO2)C1c1ccc(Cl)c([N+](=O)[O-])c1 (configuration not stated)	-0.3	1	-4	-3.0	5	3	15	/	96	1
COc1cc(C(O)P(=O)(OC2CCCCC2)c2ccc(N(C)C)cc2)cc(OC)c1OC (configuration not stated)	-0.2	-2	8	-0.6	11	2	6	-8	95	0
CC(=O)NCCn1c(SCc2cc(F)ccc2F)nc2ccccc2c1=O	-0.3	25	2	-0.7	-5	-6	9	/	99	-1
Cc1ccc(-c2cc(C(=O)N/N=C/C=C/c3ccco3)c3ccccc3n2)cc1C	-0.4	-10	5	-1.2	-8	-17	-9	-4	102	-19
O=S(=O)(c1ccc(Br)cc1)N1CCCC1c1nc2ccccc2s1 (configuration not stated)	0.3	-1	-3	3.8	-5	-1	-4	-6	95	-2
COc1cc(-c2noc(C)c2-c2ccc3[nH]ccc3c2)cc(OC)c1OC	0.0	-18	-4	-1.9	0	48*	-2	/	102	?

Assay outcomes deposited in PubChem BioAssay by several laboratories.
